# Ub-GFP proteasome – proteasome inhibitors stabilizing ubiquitin-GFP reporter. Ubiquitin-GFP reporter cells, proteasome inhibition, GFP fluorescence; response scale: untreated = 0%, 10 µM MG-132 = 100%. Potency, µM (doses to about 45.9 µM), without a hit: top-dose activation (GFP accumulation), actives largely listed as activators. 67,000 tested, under 10 active. AID 526; active = well fitted activation curve with a large enough effect, not every such curve was filed as active; inconclusive = small, poorly fitted or top-dose-only effect, or another doubt; inactive = no such curve, though single readings can be large or run the other way; also: potency is read from the fitted curve at half-maximal effect
#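 U2OS cells expressing ubiquitin(G76V)-GFP, seeded overnight in 0.5% FBS medium, then treated 4 hr at 37 C across 46 uM to 2.9 nM. GFP-positive cells counted by laser cytometry (488 ex/515 em); %activity scaled between basal and 10 uM MG-132.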
# 15-hLO inh – 15-hLO (ALOX15) enzyme inhibition; AID 887; Potency, µM (series often up to 57.1 µM), inactives show top-dose activity change, negative = inhibition, actives largely listed as inhibitors; P16050; 74,000 tested, 1.4% active; purified 15hLO-1, xylenol orange hydroperoxide absorbance; also: potency is read from the fitted curve at half-maximal effect; % is scaled to controls: 0 for no effect and ±100 for the full control effect; nearly all actives have a fitted effect of over 55% in size
#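 Inhibition is scored from a chromogenic endpoint. After 15 min enzyme-compound contact, arachidonic acid (50 uM final) reacts 6 min with 40 nM 15hLO-1 at room temperature, then Fe-XO reagent is added for 30 min and absorbance ratio recorded.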
# USP2a inhib – inhibitors of human ubiquitin-specific protease USP2a. 60,000 tested, 0.1% active. O75604. Potency, µM (doses to about 38.3 µM), for the others: at the highest dose activity change, negative = inhibition, most hits filed as inhibitors. USP2a enzymatic assay, qHTS inhibition;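 also: potency is read from the fitted curve at half-maximal effect; nearly all actives have a fitted effect of over 60% in size; plate controls were DMSO for no effect and NEM full inhibition control for full effect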
#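 20 nM USP2 core + cpd, 30 min RT; add 20 nM Ub-PLA2/20 uM NBD C6-HPC; read Ex460/Em535 at 0 h and 2.5 h. Normalized to NEM; qHTS curve fit/classification.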
# HBB splice mod – modulators of hemoglobin beta chain splicing | AID 925 | 65,000 tested, 0.06% active | Potency, µM (series often up to 46.1 µM), for the others: at the top dose activation, usual class: activators | HBB splicing reporter cell assay, activation; EGFP reporter with mutant IVS2-654 intron; response scale: normalised to 500 nM splice-correcting PNA; also: potency is read from the fitted curve at half-maximal effect; 0% is about no effect
#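 HeLa cells stably expressing EGFP interrupted by mutant beta-globin intron 2 (IVS2-654), 500/well in 2% FCS. Treated with compound for 2 days at 37C. Splicing correction scored as total well GFP intensity (488 nm excitation, 500-520 nm emission); 500 nM antisense PNA served as control.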
# GFP derepression – epigenetic GFP locus derepression in mouse cells. mouse C127i GFP locus derepression, cytometry, 30 h. Potency, µM (top dose mostly 46.1 µM), for the others: at the top dose GFP derepression (activation). 68,000 tested, 0.09% active. AID 597; also: % of control where 0% means no effect
#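 Locus derepression in mouse mammary C127i cells whose integrated CMV-GFP reporter is normally silent; GFP expression after 30 h compound treatment was quantified by counting fluorescent cells.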
# BRCT PPI green – BRCA1 BRCT-phosphoprotein interaction inhibition. P38398. BRCA1 BRCT-phosphopeptide binding, green fluorescence polarization. Potency, µM (top dose mostly 76.9 µM), inactives show at the highest dose activity change, negative = inhibition, actives largely listed as inhibitors. 75,000 tested, 0.05% active. AID 875;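 also: potency is read from the fitted curve at half-maximal effect; plate controls were peptide without protein for full effect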
#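 Fluorescence polarization: His-tagged BRCT (~35 kDa BRCA1 C-terminus, 250 nM) bound to 100 nM fluorescein-labeled phosphorylated 10-aa BACH1 peptide, pH 7.3 phosphate buffer with DTT and Tween 20. Compounds incubated 12 min at room temperature; inhibition read as lowered polarization.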
# Hsp90 Hop PPI – changes Hsp90-Hop TPR2A binding signal, up or down; Potency, µM (series often up to 57 µM), for the others: top-dose activity change, negative = inhibition; AlphaScreen TPR2A-His6 binding biotin-Hsp90 C-terminal peptide; 71,000 tested, 0.44% active; active = well fitted curve in either direction with a large enough effect; inconclusive = small, poorly fitted or top-dose-only effect, or another doubt; also: potency is read from the fitted curve at half-maximal effect; % is scaled to controls: 0 for no effect and ±100 for the full control effect; many of its hits are not listed in these tables
# CRE-bla Fsk – modulators of forskolin-stimulated CRE signaling in CHO cells | CHO CRE-bla reporter (cAMP response element driving beta-lactamase), forskolin EC10, beta-lactamase ratio | Potency, µM (top dose mostly 38.2 µM), for the others: top-dose activity change, negative = inhibition, most hits filed as activators | 71,000 tested, 2.5% active; active = well fitted activation curve with a large enough effect in the signal ratio, with a control signal flat, not every such curve was filed as active; inconclusive = small, poorly fitted or top-dose-only effect, or effect the other way, or a change in a side signal; the % refers to the signal ratio; also: potency is read from the fitted curve at half-maximal effect; % of control where 0% means no effect
#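 CRE-bla CHO reporter cells treated with compound titration plus EC10 NKH 477 (water-soluble forskolin), incubated 3 h at 37 °C; CCF4 loading 2 h at room temperature, 460/530 nm emission ratio read, AC50 values derived for positive or negative modulators.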
# BRCT inh red – BRCT-phosphoprotein interaction inhibition (red fluorophore); P38398; BRCT-phosphopeptide binding, red fluorescence polarization; Potency, µM (titrated, usually from 76.9 µM), inactives show at the top dose activity change, negative = inhibition, hits mostly inhibitors; 75,000 tested, 0.03% active; AID 892; also: % is scaled to controls: 0 for no effect and ±100 for the full control effect
#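 Rhodamine-labelled pBACH1 10-mer (100 nM) bound to BRCT domain (100 nM) at pH 7.3; compounds incubated 12 min room temperature, polarization read. Free peptide defines full inhibition; unlabelled decapeptide titrated as control.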
# HADH2 inhib – blocks human hydroxyacyl-CoA dehydrogenase type II; Q99714; recombinant HADH2, NADH fluorescence, beta-hydroxybutyryl-CoA; Potency, µM (titrated, usually from 57.1 µM), for inactives: top-dose activity change, negative = inhibition, hits mostly inhibitors; 73,000 tested, 3.4% active; also: potency is read from the fitted curve at half-maximal effect; % is scaled to controls: 0 for no effect and ±100 for the full control effect; nearly all actives have a fitted effect of over 60% in size; many of its hits are not listed in these tables
#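 NADH fluorescence (ex 360/em 450 nm) read every 30 s for 4 min; activity taken as last-minus-first time point difference. Enzyme 20 nM, NAD+ 1 mM, beta-hydroxybutyryl-CoA 90 uM, pH 9.0 Tris buffer.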
# DNA Pol III inh – blocks replication by bacterial DNA polymerase III holoenzyme; reconstituted DNA polymerase III holoenzyme replication, biochemical; Potency, µM (series often up to 57.1 µM), without a hit: at the highest dose activity change, negative = inhibition; 71,000 tested, 0.25% active; AID 603; also: potency is read from the fitted curve at half-maximal effect; % is scaled to controls: 0 for no effect and ±100 for the full control effect
#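 Reconstituted *E. coli* holoenzyme (0.35 nM Pol III, 1 nM beta, 154 nM SSB, 2 nM primase) was preincubated with compound for 15 min at RT. Synthesis on 1.4 nM ssM13Gori ran 35 min, then was stopped with PicoGreen/EDTA and read as dsDNA fluorescence.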
# The depositor's hits bear a star; ? = inconclusive; · = not tested or not shown; & = joins results of further samples; [ ] = remark or other dose. Unless noted, calls follow the shape of the dose curve; as a rule, active = well fitted curve in the direction sought with a large enough effect; inconclusive = small, poorly fitted or top-dose-only effect, or another doubt; inactive = no such curve, though single readings can be large; an effect the other way counts as inactive or inconclusive.
SMILES,Ub-GFP proteasome,15-hLO inh,USP2a inhib,HBB splice mod,GFP derepression,BRCT PPI green,Hsp90 Hop PPI,CRE-bla Fsk,BRCT inh red,HADH2 inhib,DNA Pol III inh
Cc1ccc(C)c(NS(=O)(=O)c2ccc(OCC(=O)N3CCOCC3)cc2)c1,0.5%,1.8%,9.2%,-0.7%,5.9%,-1.3%,-2.8%,-3.1%,-0.3%,2.7%,-1.6%
Cc1noc(C)c1S(=O)(=O)N1CCC(C(=O)N(C)Cc2ccccc2)CC1,-8.0%,0.3%,14.1%,-1.1%,2.1%,-1.9%,-2.5%,-2.1%,-0.4%,-8.0%,2.2%
O=C(NCCCn1ccnc1)c1cc(-c2ccc3c(c2)OCO3)on1,-2.4%,15.1%,3.7%,-2.3%,3.1%,-0.1%,-8.1%,4.8%,-0.8%,0.6%,0.9%
Cc1ccc(C(C(=O)NC2CCCC2)N(Cc2ccco2)C(=O)CCC(=O)Nc2ccccn2)cc1 (configuration not stated),?,-18.4%,38.2%[activator],0.2%,1.0%,0.2%,-7.9%,?,-1.1%,4.3%,1.2%
O=C(O)c1cc(=O)c2c(OCC(O)COc3cccc4oc(C(=O)O)cc(=O)c34)cccc2o1,-1.2%[20.5 µM],-4.4%,-2.7%,2.5%[20.6 µM],-1.7%&0.6%[20.6 µM],-2.5%[3.08 µM],-4.3%[26 µM],-2.6%[17.1 µM],-0.5%,-3.6%[25.6 µM],-9.2%[25.6 µM]
COCCNC(=O)CSCc1c(F)cccc1Cl,-5.1%,10.9%,1.8%,-0.3%,0.1%,-2.4%,1.0%,0.4%,0.7%,3.6%,2.5%
O=C(c1ccc2c(c1)OCO2)N(c1ccc(Cl)cc1)C1C=CS(=O)(=O)C1 (configuration not stated),-1.2%,-1.7%,11.9%,-3.6%,-1.2%,-0.7%,-0.3%,-1.7%,-2.3%,2.0%,-3.2%
COc1ccc(-n2nnc3c(=O)n(CC(=O)N4CCCC4)cnc32)cc1,3.6%,-6.0%,-1.2%,2.1%[1.84 µM],-2.0%,0.8%,-2.5%,20.3%,0.5%,1.0%,-0.5%
CCOC(=O)c1[nH]c2ccc(OC)cc2c1NS(=O)(=O)c1ccc(OC)cc1OC,0.0%,0.3%,15.2%,-0.3%,-4.7%,-0.6%,-4.2%,?,-0.3%,14.7%,3.1%
O=C(CCSc1nnc(-c2ccncc2)o1)Nc1ccccc1,-7.0%,2.9%,3.4%,·,-1.2%,-2.7%,-1.2%,6.5%,1.0%,11.6%,-9.5%
CCOC(=O)C1=C(C)NC(=O)NC1c1ccc(Br)s1 (configuration not stated),-1.6%,-4.6%,9.5%,-0.7%,-1.8%,-0.7%,-1.3%,1.5%,-3.4%,-0.5%,3.2%
Cc1cc(-c2csc(N)n2)c(C)n1CCc1ccccc1,19.1%,?,-3.9%,-0.5%,-1.7%,-4.0%,-13.0%,?,-4.1%,?,-6.5%
COc1ncc2nc(-c3cn(C)c4ccccc34)c(=O)n(CCC#N)c2n1,-6.0%,1.9%,100.1%[activator],2.5%,7.6%[9.22 µM],-2.8%,-3.7%,-10.6%,-4.1%,0.7%,-8.0%
OCCCSCCO,-7.7%[9.17 µM],5.9%[11.4 µM],·,0.1%[9.22 µM],0.0%[9.22 µM],-1.5%[15.4 µM],-4.2%[11 µM],14.7%[7.6 µM],-0.1%[15.4 µM],-1.1%[11.4 µM],-2.4%[11.4 µM]
CCCS(=O)(=O)N1CCCC(C(=O)NCCCN2CCN(c3ccc(F)cc3)CC2)C1 (configuration not stated),1.9%,-6.0%,3.6%,0.3%,0.3%,-1.7%,-6.0%,-2.1%,-3.1%,8.0%,2.2%
CCOC(=O)C1=C(c2ccccc2)NC(=O)NC1c1ccc(OCC#N)c(OC)c1 (configuration not stated),1.2%,-0.5%,?,·,7.6%,0.9%,0.3%,8.2%,0.4%,7.0%,-2.6%
Nc1nonc1N1CCCCC1,-1.0%,-10.2%,-2.4%,-2.6%,0.0%,2.2%,-1.2%,4.5%,1.6%,12.4%,3.0%
COc1ccc2c(c1OC)C(=O)OC2CC(=O)c1ccc2c(c1)OCO2 (configuration not stated),1.1%,-11.0%,3.4%,4.1%,3.2%,-1.0%,-1.0%,-9.0%,0.0%,-7.6%,-4.0%
NCCNCCNCCNCCN,·,24.3%,·,0.0%,·,-0.8%,5.01µM*,2.9%,-2.7%,5.3%,-1.0%
CC(=O)Nc1ccc(S(=O)(=O)N(C)c2ccccc2)cc1,10.1%,-23.4%,4.4%,2.9%,0.0%,-0.2%,2.2%,-3.7%,0.8%,7.9%,-1.4%
CC1(C)NC(=O)N(CCCSc2ccc(Cl)cc2)C1=O,-1.7%,4.7%,11.0%,1.8%,0.0%,-0.5%,-1.3%,-6.6%,0.1%,5.3%,-3.9%
O=C(Nc1ccc(F)cc1)c1cc(S(=O)(=O)N2CCCCC2)cs1,29.2%,2.6%,5.7%,-0.8%[9.22 µM],-2.0%,-0.9%,2.3%,3.0%,1.3%,1.5%,7.9%
COCCNS(=O)(=O)c1ccc(C2CNC(=O)C2)cc1 (configuration not stated),-4.1%,-9.4%,·,-1.5%,·,-1.9%,-2.1%[2.3 µM],0.7%,-0.3%,-0.3%,-4.4%
Cc1nnc2c(-c3ccccc3)nc3ccccc3n12,8.7%,5.0%,1.1%,1.1%,0.0%,-2.7%,-3.5%,?,-0.4%,4.5%,-7.1%
CNS(=O)(=O)c1cccc(C(=O)OC2CCCCC2=O)c1 (configuration not stated),2.0%,-0.5%,-4.1%,-0.5%,-1.3%,-6.8%,-3.3%,-4.4%,0.0%,-0.1%,-2.8%
CC(C)(C)C1(C)OC(C(N)=O)C(C(N)=O)O1 (configuration not stated),-12.5%,2.5%,-5.5%,-0.8%[9.22 µM],2.2%,-0.3%,1.6%,2.8%,-0.2%,5.7%,-9.2%
CCOC(=O)C(C)c1n[nH]c(=O)c2ccccc12 (configuration not stated),-2.4%,5.2%,-5.7%,-1.1%,3.7%,-3.2%,-2.6%,2.8%,-0.5%,3.9%,-10.1%
Nc1nonc1-c1noc(COc2ccccc2Cl)n1,1.4%,-1.2%,-6.3%,-0.6%,0.2%,-1.3%,3.7%,-4.8%,0.1%,-0.1%,-6.5%
C/C(CCN1CCCCc2nc(C)c(C)cc21)=N\O[C@@H](C)CN1CCCc2nc(C)c(C)cc21,·,-1.5%[11.4 µM],·,1.8%[9.22 µM],·,1.3%[15.4 µM],·,·,-1.7%[15.4 µM],11.8%[11.4 µM],·
N#Cc1cc2c(=O)n3ccccc3nc2n(CCCn2ccnc2)c1=N,1.0%,-16.5%,-5.3%,-0.1%[57.5 µM],-1.6%,-4.2%,-9.2%,10µM*,-2.3%,-10.5%,-13.6%
CC(=O)Oc1c(S(=O)(=O)c2ccccc2)c(C)nn1C(C)(C)C,2.9%,14.1%,-10.2%,2.6%,-2.7%,-3.8%,0.4%,?,-0.2%,-7.1%,-0.1%
COc1ccc(CN(Cc2ccccn2)C(=O)CN2C(=O)C(C)Oc3ccccc32)cc1 (configuration not stated),-6.5%,1.0%,1.7%,·,-1.3%,-0.8%,-1.3%,0.9%,-1.1%,-11.2%,-1.7%
CC(C)CCNc1nc(N2CCCC2)c2c(c1C#N)CCN(C)C2,-2.7%,-17.6%,11.6%,-4.0%[57.5 µM],0.5%,-3.4%,-8.7%,-7.4%,-1.0%,?,-7.8%
C/C(CCN1CCCCc2nc(C)c(C)cc21)=N\O[C@@H](C)c1cn([C@H](CO)Cc2ccccc2)nn1,·,-9.8%&3.3%[11.4 µM],·,0.9%&0.7%[9.22 µM],·,-1.6%&0.6%[15.4 µM],·,·,-0.3%&0.2%[15.4 µM],12.7%&-6.0%[11.4 µM],·
Cc1cc(C)n(-c2ccc(C(=O)NC(C)C)cc2)n1,-0.9%,4.1%,2.6%,2.2%[57.5 µM],-2.2%,-0.8%,2.4%,-3.5%,-0.2%,9.9%,2.0%
O=C1CC(c2cccc(F)c2)C2=C(CCCC2=O)N1 (configuration not stated),-4.0%,-21.9%,21.3%,-2.0%,4.5%,1.6%,-2.1%,2.7%,-0.8%,5.8%,-3.1%

# Compound activity as filed in PubChem.

# A portion of the library; count on the stated rates, not on these rows.
